# Nrf2 block: Nrf2 pathway inhibition; A549 ARE-Fluc reporter, luciferase luminescence, 18-24 h; Potency, µM (doses to about 46 µM), for inactives: at the highest dose activity change, negative = inhibition, actives largely listed as inhibitors; actives 2.1% (n = 360,000); AID 504444; note: potency is the fitted concentration of half-maximal effect; % is set by controls: 0 for no effect and ±100 for the full control effect; nearly all actives have a fitted effect of over 60% in size
#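 A549 ARE_Fluc cells (5000/well, 5% FBS OPTI-MEM) pre-incubated 2 h, then treated with compounds 18-24 h at 37C/5% CO2 in concentration-response. CellTiter-Fluor viability read first; BugLite luciferase luminescence after 15 min at room temperature gives Nrf2 activity.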
# Mm-Cpn inhibitor: blocks the Methanococcus maripaludis chaperonin Mm-Cpn. purified Mm-Cpn ATPase, ADP Transcreener TR-FRET. Potency, µM (top dose mostly 76.9 µM), inactives show at the highest dose activity, negative = inhibition, most hits filed as inhibitors. actives 0.031% (n = 330,000); note: potency is the fitted concentration of half-maximal effect; % is set by controls: 0 for no effect and ±100 for the full control effect; nearly all actives have a fitted effect of over 80% in size
#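 Compound-treated chaperonin, 25 nM final, turns over 10 uM ATP at 37°C for 30 min following a 10 min preincubation; ADP generated competes with ADP-d2 for Eu-cryptate antibody, lowering FRET.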
# CCT chaperon mod: cytosolic chaperonin activity modulation | activity change, % (no concentration beside the values), hits read low | AID 651819 | actives 0.3% (n = 360,000) | purified chaperonin ATPase assay, HTRF ADP detection, 30 min; in the data active = activity change below about -30%; note: % is set by controls: 0 for no effect and ±100 for the full control effect
#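 Enzyme 40 or 20 nM (batch-dependent) in Tris pH 7.4/KCl/MgCl2/DTT; cpd 76 uM single point; ATP 10 uM; 30 min 37 °C; Transcreener ADP HTRF detection, 30 min RT; ratio 665/615.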
# A549 tox: A549 cytotoxicity, counter-screen for Nrf2 inhibitors | A549 ARE-Fluc cells, CellTiter-Fluor viability, 18-24 h | Potency, µM (series often up to 46 µM), inactives show at the top dose activity change, negative = cytotoxicity, most hits filed as inhibitors | actives 0.16% (n = 390,000); note: potency is the fitted concentration of half-maximal effect; % is set by controls: 0 for no effect and ±100 for the full control effect
#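 A549 ARE-Fluc cells in 5% FBS OPTI-MEM, 5000 cells/well, rested 2 h then exposed to compounds in concentration-response for 18-24 h at 37 °C. Viability by CellTiter-Fluor fluorescence (Ex 405/Em 525) after 30 min; luciferase luminescence (BugLite, 15 min, RT) read afterwards.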
# HepG2 tox: counter-screen for TGF-b inhibitors: cytotoxicity in HepG2 cells; HepG2 CAGA-GFP viability, ATP luminescence, 18 h; actives 0.76% (n = 410,000); AID 588856; Potency, µM (series often up to 46.1 µM), for inactives: at the highest dose activity change, negative = cytotoxicity, usual class: cytotoxic; note: potency is the fitted concentration of half-maximal effect; some results filed as inactive show a strong effect at the top dose
#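 HepG2 CAGA-GFP cells (1000/well, DMEM with 1% FBS) received compound, then TGF-beta at 500 pg/mL final, and were incubated 18 hours at 37 degrees C. Viability was read by CellTiter-Glo luminescence. Media-only wells were set as complete cell-killing and DMSO as no toxicity.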
# pAkt inh: Akt phosphorylation inhibition | Neuro2A IGF-stimulated pAkt S473 HTRF, 20 min; hits give low values | activity change, % for hits at 50 µM | actives 0.32% (n = 360,000); in the data active = activity change below about -80%; inconclusive = mostly about -51% to -80%; note: % is set by controls: 0 for no effect and ±100 for the full control effect
#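 Single-point screen (50 µM final compound) in Neuro2A cells stimulated 20 min with 6 nM IGF at 37 deg C. After lysis, Ser473-phosphorylated Akt read by HTRF (ex 330 nm, em 615/665 nm) as the 665/615 ratio.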
# ATXN viability: cell viability loss in ATXN counter-screen | Potency, µM (highest dose often 56.7 µM), usual class: cytotoxic | S2 cells (HEK-293 line with an ATXN2-luciferase reporter) viability, CellTiter-Fluor protease fluorescence, 24 h | actives 0.49% (n = 400,000); note: potency is the fitted concentration of half-maximal effect; nearly all actives have a fitted effect of over 40% in size
# TGFb inhibitor: TGF-b pathway inhibition | HepG2 CAGA-GFP TGF-b/SMAD3 reporter, GFP fluorescence, 18 h; TGF-beta stimulated, 500 pg/mL final | Potency, µM (series often up to 46.1 µM), for inactives: top-dose activity, negative = inhibition, most hits filed as inhibitors | actives 1.2% (n = 410,000) | AID 588855; note: potency is the fitted concentration of half-maximal effect; % is set by controls: 0 for no effect and ±100 for the full control effect; nearly all actives have a fitted effect of over 65% in size
#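 HEPG2 CAGA-GFP, 1000 cells/well; 2 h settle, 37 C; cpd via pin tool; TGF-b 500 pg/mL final; 18 h, 37 C; GFP imaging ex488/em500-530; %Activity normalised to -TGF-b and +DMSO controls; CRC fit, curve class.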
# Nrf2 ARE act: Nrf2 pathway activation; AREc32 ARE-luciferase reporter (MCF7-derived line), luminescence, 24 h; Potency, µM (highest dose often 46.1 µM), for inactives: at the top dose activation, usual class: activators; actives 0.31% (n = 410,000); AID 624171; note: potency is the fitted concentration of half-maximal effect; % of control where 0% means no effect; nearly all actives have a fitted effect of over 65% in size
#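 Reporter line AREc32 (ARE-Fluc), seeded overnight in OPTI-MEM with 5% FBS; compound pin-transferred, 24 hr at 37 deg C, 5% CO2; luminescent read-out.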
# An asterisk follows results filed as active; i = inactive; ? = inconclusive; / = no result given; [ ] = dose if it differs, or a comment. Unless noted, calls come from the whole dose curve; as a rule, active = well fitted curve in the direction sought with a large enough effect; inconclusive = small, poorly fitted or top-dose-only effect, or another doubt; inactive = no such curve, though single readings can be large; an effect the other way counts as inactive or inconclusive.
SMILES,Nrf2 block,Mm-Cpn inhibitor,CCT chaperon mod,A549 tox,HepG2 tox,pAkt inh,ATXN viability,TGFb inhibitor,Nrf2 ARE act
CCOc1ccc(-n2nnc3c(=O)n(CC(=O)NCc4ccco4)cnc32)cc1,7.4%,-1.5%,-3.0,0.4%,5.5%,i,i,-0.4%,-0.3%
O=C(O)Cc1csc(-c2ccccc2)n1,1.4%,-4.9%,-0.1,7.3%,0.0%,i,i,2.1%,0.1%[9.22 µM]
Cc1sc(NC(=S)NC(=O)c2ccco2)c(C(N)=O)c1C,?,-1.1%,-1.2,-3.9%,4.1%,i,?,4.2%,?
CCC(C)n1c(SCC(=O)Nc2ccccc2C(=O)OC)nc2ccsc2c1=O (stereo not drawn),/,/,/,-0.1%,-11.9%,/,/,0.0%,-0.3%
CC(=O)N1CCc2cc(S(=O)(=O)Nc3ccc(C)cc3)ccc21,?,1.2%,0.5,-0.2%,-15.1%,i,i,1.4%,-0.2%
Cc1csc(NC(=O)c2cccs2)n1,20.2%,-0.5%,1.4,-2.9%,-26.2%,i,i,7.7%,2.1%
Cc1cc(C)n(-c2nc3ccccc3nc2Nc2cccc(C(=O)NCCc3ccccc3)c2)n1,10.0%,/,/,-3.2%,2.2%,/,i,20.0%,-3.8%
CCCCn1c(-c2ccc(Br)cc2F)nc2c1c(=O)[nH]c(=O)n2CC(C)C,20.6µM*,-19.7%,-2.7,?,-57.2%,i,i,?,5.2%
Cc1ccc(C)c2c3c([nH]c12)-c1nonc1CC3,-10.0%,-1.9%,2.5,-12.5%,-22.1%,i,i,?,3.1%
CC1CCCN(C(=O)Cn2nnc(-c3ccc(N(C)C)cc3)n2)C1 (stereo not drawn),11.5%,0.1%,-2.8,-1.2%,2.2%,i,?,6.6%,-1.0%
O=C(Nc1cccc(S(=O)(=O)N2CCCCC2)c1)C1COc2ccccc2O1 (stereo not drawn),?,1.2%,1.0,-1.1%,4.3%,i,i,?,-0.4%
Cc1ccc2c(c1)nnn2C1CCN(S(=O)(=O)c2ccc(C(=O)NC3CCCC3)cc2)CC1,-13.0%,0.0%,-1.8,8.9%,1.5%,i,i,-1.3%,-0.7%
O=C(CSc1nnnn1C1CC2C=CC1C2)Nc1ccc(C(=O)O)cc1 (stereo not drawn),?,1.5%,-5.8,1.3%,-11.6%,i,i,1.6%,-0.4%
CCOc1cccc2c1OC(c1cc(OC)c(OC)c(OC)c1)N1N=C(c3ccc(C)o3)CC21 (stereo not drawn),?,-1.2%,-6.9,-9.4%,-31.6%,i,i,-29.6%,12.6µM*
CC1CN(c2ccccc2)c2nc3c(c(=O)[nH]c(=O)n3C)n2C1 (stereo not drawn),-8.0%,-2.7%,1.4,0.4%,0.5%,i,i,-8.6%,0.7%
O=C(NC(=S)NCc1ccco1)c1ccc([N+](=O)[O-])cc1,-26.0%,1.4%,-4.3,0.1%,-20.3%,i,i,-10.4%,10.3%
CCCN1CCN(CC(O)COC(c2ccc(OC)cc2)c2ccc(OC)cc2)CC1 (stereo not drawn),13.4%,-2.3%,-1.7,-12.7%,-8.7%,i,i,29.0%,-0.7%
COc1ccccc1CN(Cc1cc2cc3c(cc2[nH]c1=O)OCCO3)Cc1nnnn1Cc1ccco1,17.6%,-7.5%,3.2,13.0%,9.1%,i,i,-1.4%,9.3%
O[C@H]1CN(Cc2cccs2)[C@@H](c2ccccc2)C[C@@H]1n1cc(-c2ccc(F)cc2)nn1,/,/,0.3,/,-46.8%,i,?,?,-0.3%
CCOC(=O)c1cc(=O)n2[nH]c(-c3ccc(C)cc3)cc2n1,?,-3.8%,-0.9,3.5%,4.6%,i,i,16.4%,0.1%
O=C(CN1C(=O)C2C3c4ccccc4C(c4ccccc43)C2C1=O)Nc1ccccc1C(=O)O (stereo not drawn),3.8%,-0.3%,-0.6,-3.6%,1.4%,i,i,-14.8%,-0.6%
Cc1ccc(NC(=O)CCn2nc(C)cc2C)c(C)c1,-0.9%,-1.7%,-5.4,-5.4%,-4.8%,i,i,0.0%,-0.1%
CCOC(=O)N(C)c1c(CC)nc2c(OCc3ccc(F)c(F)c3)cccn12,/,/,0.0,/,-40.6%,i,i,-15.5%,6.2%
CSc1nc(N)nc(SCC(=O)c2ccccc2)c1C#N,/,?,0.3,-1.3%,-15.3%,i,i,-16.5%,?
CC(C)(C)c1ccc(C(=O)CCC(=O)NCc2ccccc2)cc1,15.8%,-3.6%,0.0,1.2%,-9.0%,i,i,1.0%,-1.0%
Cc1cccc(C(=O)OCC(=O)NC(C)C2CC3CCC2C3)c1O (stereo not drawn),-2.6%,-0.9%,0.2,7.7%,-0.8%,i,i,9.4%,0.0%
CC(=O)Nc1ccc(C(=O)NC(CC(=O)O)c2ccc(Cl)cc2)cc1 (stereo not drawn),7.2%,1.1%,-1.3,1.8%,-3.7%,i,i,20.4%,0.3%
Cn1c(=O)c2[nH]c(COc3ccc(C(C)(C)C)cc3)nc2n(C)c1=O,11.6µM*,-0.1%,-0.8,-18.8%,-42.7%,i,i,-18.1%,-0.7%
CC(Sc1nnc2ccc3ccccc3n12)C(=O)Nc1ccc(Cl)cc1 (stereo not drawn),-2.9%,/,/,0.6%,1.0%,/,/,0.0%,-0.2%
[2H]c1c([2H])c([2H])c(-c2nc(N3CCCCCC3)sc2C(=O)c2ccccc2)c([2H])c1[2H],/,-8.9%,-2.4,-0.6%,-18.3%,i,i,-23.0%,4.0%
COc1cc(OC)cc(/C(N)=N/O)c1,0.6%,1.4%,-2.4,6.8%,11.3%,i,?,3.8%,-0.5%
Cc1ncc(CO)c(/C=N/NC(=S)Nc2ccc(Cl)c(Cl)c2)c1O,?,-2.0%,-1.8,22.1%,-72.1%,i,i,?,-0.6%
COc1ccc(OC)c(NC(=O)COC(=O)c2n[nH]c3ccccc23)c1,-9.8%,-0.1%,-0.6,-2.3%,1.2%,i,?,22.9%,9.3%
COc1ccc(N(CC(=O)Nc2ccc(OC)c(Cl)c2)S(=O)(=O)c2c(C)noc2C)cc1,?,-0.1%,0.1,-1.8%,-24.4%,i,i,-17.8%,2.2%
Cc1cccc(CCNC(=O)C2CCN(S(=O)(=O)c3ccccc3)CC2)c1,10.3%,0.9%,-0.5,2.2%,-1.3%,i,i,-16.3%,0.4%
O=C(NNc1ncnc2c1cnn2-c1ccccc1)c1ccccc1,/,/,/,-0.3%,-8.8%,/,/,-13.2%,2.0%
Cc1ccc2nc(SCC(=O)N(CC(C)C)c3c(N)n(CC(C)C)c(=O)[nH]c3=O)[nH]c2c1,26.1%,-0.9%,-7.8,3.0%,-18.3%,i,i,-24.9%,-0.1%
S=c1nc(NCc2cccc(Cl)c2)c2ccccc2[nH]1,-18.0%,-3.5%,-0.3,10.2%,-16.7%,i,i,-16.3%,0.3%
CC(NCC(=O)Nc1ccccc1C(=O)NC1CC1)c1cccc(Cl)c1 (stereo not drawn),0.1%,2.1%,3.2,-1.8%,-23.5%,i,i,-5.8%,0.2%
CN(C)CC1CCC/C(=C/c2ccc(Cl)cc2)C1=O (stereo not drawn),14.0%,/,-5.6,-6.3%,-4.0%,i,11.9µM*,?,15.4%
CSCC[C@H](NC(=O)N1CCn2c1nc1ccccc12)C(=O)NCc1ccc(C)cc1,-24.7%,3.0%,0.5,-4.3%,-17.8%,/,?,?,1.6%
O=C(NC1CCCCC1)C(c1ccco1)N(C(=O)C(F)(F)F)C1CC1 (stereo not drawn),32.2%,0.2%,0.2,1.8%,4.3%,i,i,0.5%,0.0%
COc1ccc(S(=O)(=O)N2CCCCC2)cc1NC(=O)CNc1ccccc1N1CCCC1=O,-3.7%,-0.1%,-2.1,-1.0%,-10.3%,i,i,-1.3%,-0.4%
CCOc1ccc(NC(=O)CSc2nnc(CNC(=O)c3cccs3)o2)cc1,2.2%,1.6%,-1.5,0.9%,-2.2%,i,i,2.7%,-0.3%
CCCCN(C1CCS(=O)(=O)C1)S(=O)(=O)c1ccc(C(C)C)cc1 (stereo not drawn),1.7%,0.7%,1.9,2.5%,1.4%,i,i,25.6%,0.2%
CCCCOC(=O)c1ccc(NC(=O)c2cnc3ccc(C)cn3c2=O)cc1,-2.4%,/,/,0.2%,-10.7%,/,i,-2.4%,-0.4%
Cc1ccc(CNC(=O)C(Cc2ccccc2)NS(=O)(=O)c2cccs2)cc1 (stereo not drawn),?,-0.4%,4.2,0.3%,-20.1%,i,i,-10.9%,-0.1%
CCOC(=O)c1nc(-c2ccc3c(c2)OCO3)[nH]c1C,14.1%,-0.7%,-0.9,-2.3%,11.9%,i,?,7.6%,0.1%
Cc1c(C(=O)N2CCNCC2)oc2ccccc12,18.1%,0.4%,-0.9,?,-12.9%,i,i,0.8%,-0.3%
O=C1CCCc2nc(N3CCc4ccccc43)ncc21,?,-3.6%,1.1,0.0%,-10.5%,i,i,5.1%,5.4%

# Two neighbouring records already listed:
SMILES,Nrf2 block,Mm-Cpn inhibitor,CCT chaperon mod,A549 tox,HepG2 tox,pAkt inh,ATXN viability,TGFb inhibitor,Nrf2 ARE act
Cc1c(C(=O)N2CCNCC2)oc2ccccc12,18.1%,0.4%,-0.9,?,-12.9%,i,i,0.8%,-0.3%
O=C1CCCc2nc(N3CCc4ccccc43)ncc21,?,-3.6%,1.1,0.0%,-10.5%,i,i,5.1%,5.4%
